D2 antagonist – antagonists of human D2 dopamine receptor; P14416; HEK293 TREx D2 cells, calcium flux, dopamine EC80; inhibition, % at 10 µM; hit rate 2% among 340,000; AID 485344; in the data active = inhibition above about 30%; note: 0% is about no effect
Target sequence (P14416 whole entry, looked up): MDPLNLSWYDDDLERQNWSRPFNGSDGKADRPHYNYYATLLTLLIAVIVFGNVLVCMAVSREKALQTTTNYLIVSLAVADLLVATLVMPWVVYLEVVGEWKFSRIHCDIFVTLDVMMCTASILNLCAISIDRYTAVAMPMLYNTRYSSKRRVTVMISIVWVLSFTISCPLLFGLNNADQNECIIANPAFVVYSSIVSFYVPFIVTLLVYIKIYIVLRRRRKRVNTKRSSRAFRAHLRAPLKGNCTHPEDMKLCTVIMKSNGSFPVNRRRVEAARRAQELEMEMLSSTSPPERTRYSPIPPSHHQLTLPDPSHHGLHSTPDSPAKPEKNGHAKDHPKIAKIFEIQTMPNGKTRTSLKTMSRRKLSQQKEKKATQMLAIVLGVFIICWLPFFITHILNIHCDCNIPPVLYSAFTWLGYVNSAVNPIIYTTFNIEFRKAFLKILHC
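Read-out: kinetic calcium fluorescence (1 cycle/s) in inducible HEK293 T-REx D2 cells after an EC80 dopamine addition that followed 180 s compound preincubation. Loss of the dopamine response indicates antagonism.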
IDH1 R132H inh – human IDH1 R132H inhibition; O75874; IDH1-R132H enzyme, NADPH consumption, diaphorase/resazurin fluorescence; Potency, µM (doses to about 76.6 µM), without a hit: at the top dose activity change, negative = inhibition, actives largely listed as inhibitors; hit rate 0.093% among 390,000; AID 602179; note: potency is the fitted concentration of half-maximal effect; % is set by controls: 0 for no effect and ±100 for the full control effect; nearly all actives have a fitted effect of over 65% in size
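IDH1-R132H (0.5 ug/mL dispensed) in pH 7.5 Tris buffer was preincubated 30 min with compound, then given a substrate mix of 0.016 mM NADPH and 2 mM alpha-KG for 80 min at room temperature; remaining NADPH was read by diaphorase/resazurin fluorescence.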
TRHR PAM – TRH receptor (human) allosteric enhancement | TRHR cells, fluo-8 calcium fluorescence, EC20 TRH enhancement | hit rate 0.66% among 360,000 | enhancement, % at 2 µM; in the data active = enhancement above about 30%; note: 0% is about no effect
Target sequence (P34981 whole entry, looked up): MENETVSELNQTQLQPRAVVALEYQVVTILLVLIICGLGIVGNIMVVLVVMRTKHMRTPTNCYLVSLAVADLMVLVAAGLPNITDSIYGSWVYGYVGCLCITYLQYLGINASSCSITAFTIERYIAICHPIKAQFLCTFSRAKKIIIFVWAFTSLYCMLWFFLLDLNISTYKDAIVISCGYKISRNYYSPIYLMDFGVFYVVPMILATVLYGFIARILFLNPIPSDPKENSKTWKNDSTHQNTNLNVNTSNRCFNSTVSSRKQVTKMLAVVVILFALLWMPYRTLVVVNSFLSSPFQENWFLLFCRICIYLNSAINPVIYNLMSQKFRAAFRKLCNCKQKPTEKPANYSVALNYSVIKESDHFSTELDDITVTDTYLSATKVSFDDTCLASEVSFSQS
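TRHR-expressing cells loaded with fluo-8 calcium dye were read kinetically (ex 480/em 530) during compound addition, then stimulated with an EC20 of TRH (10 nM final). Enhancement of the Gq-mediated intracellular calcium response was scored.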
TrxR1 substrate – is turned over as a substrate by rat TrxR1 | O89049 | purified TrxR1 substrate turnover, NADPH consumption readout | Potency, µM (titrated, usually from 114 µM), for inactives: at the highest dose activity change, negative = substrate turnover | hit rate 0.01% among 390,000; note: potency is the fitted concentration of half-maximal effect; % is set by controls: 0 for no effect and ±100 for the full control effect; nearly all actives have a fitted effect of over 50% in size
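Rat TrxR1, dispensed at 90 nM, was prereduced with 400 uM NADPH (final) for 5 min at ~22 deg C, then incubated with compound 15 min before 400 uM selenite. A first-read NADPH fluorescence drop versus no-compound background flagged substrates.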
TRHR ag – activates the human TRH receptor; P34981; hit rate 0.18% among 360,000; TRHR cells, calcium flux fluo-8, FDSS agonist mode; activation, % at 2 µM; in the data active = activation above about 30%; note: 0% is about no effect
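TRHR-expressing cells loaded with fluo-8 calcium dye; 23 nL library compound pin-transferred, kinetic FDSS fluorescence (Ex 480/Em 530) recorded about 180 s for agonist-induced calcium release, before a 10 nM TRH EC20 addition for potentiator mode.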
TrxR1 inh – inhibitors of rat thioredoxin reductase 1; Potency, µM (top dose mostly 114 µM), inactives show top-dose activity change, negative = inhibition, actives largely listed as inhibitors; hit rate 1% among 390,000; O89049; recombinant rTrxR1, NADPH fluorescence consumption, selenite substrate; note: potency is the fitted concentration of half-maximal effect; % is set by controls: 0 for no effect and ±100 for the full control effect; nearly all actives have a fitted effect of over 65% in size
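Rat TrxR1 (90 nM in the dispensed reagent) was pre-reduced with 400 uM NADPH for 5 min at room temperature, then incubated with compound for 15 min. After 400 uM selenite was added, NADPH fluorescence (Ex 340/Em 450 nm) was followed for 8 min.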
Pin1 inh – blocks the human prolyl isomerase Pin1 | Q13526 | Pin1 FP peptide displacement, HiFluor488, 10 min | Potency, µM (doses to about 115 µM), without a hit: top-dose activity, negative = inhibition, actives largely listed as inhibitors | hit rate 0.009% among 390,000; active = well fitted inhibition curve with a large enough effect in the polarisation, with a control signal flat, not every such curve was filed as active; inconclusive = small, poorly fitted or top-dose-only effect, or effect the other way, or a change in a side signal; inactive = no such curve, though single readings can be large or run the other way; the % refers to the polarisation; note: potency is the fitted concentration of half-maximal effect; % is set by controls: 0 for no effect and ±100 for the full control effect
Target sequence (Q13526 whole entry, looked up): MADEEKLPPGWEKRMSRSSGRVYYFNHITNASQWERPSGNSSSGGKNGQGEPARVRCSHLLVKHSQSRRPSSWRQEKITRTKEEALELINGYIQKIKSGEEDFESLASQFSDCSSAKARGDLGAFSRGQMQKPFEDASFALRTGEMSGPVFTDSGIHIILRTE
D2 ag – agonists of human D2 dopamine receptor | hit rate 0.53% among 340,000 | HEK293 T-REx D2 cells, calcium flux agonist mode | activation, % at 2 µM;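 active = activation over 3 SD above normal in the single-dose calcium agonist read, cut at about 30% in these data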; note: 0% is about no effect
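Calcium-flux readout, 1 cycle/sec over 180 s following compound pin transfer, in inducible HEK293 Trex D2 cells (force-coupled); dopamine controls included. Positive calcium responses during this window marked compounds as potential agonists.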
USP1 inh – inhibitors of human USP1/UAF1 deubiquitinase; hit rate 0.23% among 390,000; recombinant USP1/UAF1, Ub-Rhodamine cleavage fluorescence; Potency, µM (titrated, usually from 57.1 µM), for the others: at the highest dose activity change, negative = inhibition, hits mostly inhibitors; O94782; AID 743255; note: potency is the fitted concentration of half-maximal effect; % is set by controls: 0 for no effect and ±100 for the full control effect; nearly all actives have a fitted effect of over 60% in size; inactives centre near -12
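High-throughput fluorogenic screen: 1nM USP1/UAF1 complex, Ub-Rho substrate 150nM final, 50mM HEPES pH 7.8 with 0.5mM EDTA, 0.1 mg/ml BSA, 1mM TCEP and 0.01% Tween-20.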
* marks the source's active call; other numbers are inactive results; ? = inconclusive; nt = not tested or not shown; [ ] = another dose, or the depositor's remark. Unless noted, calls come from the whole dose curve; as a rule, active = well fitted inhibition curve with a large enough effect; inconclusive = small, poorly fitted or top-dose-only effect; inactive = no such curve, though single readings can be large or run the other way. This is a subset; the hit share may differ from the screen's.

SMILES	D2 antagonist	IDH1 R132H inh	TRHR PAM	TrxR1 substrate	TRHR ag	TrxR1 inh	Pin1 inh	D2 ag	USP1 inh
NC(=O)c1ccc(NC(=O)CN2CCN(S(=O)(=O)c3ccc4ccccc4c3)CC2)cc1	27	-1%	1	-2%	-0.3	12%	0%	0.5	-18%
Cc1nc(NS(=O)(=O)c2ccc(Cl)s2)c2c3c(sc2n1)CCCC3	0	-5%	-8	12%	-0.1	2%	3%	0.1	-11%
Cc1n[nH]c(C)c1Cc1c(F)cccc1Cl	-3	4%	0	4%	-0.4	19%	2%	0.0	-6%
CCc1cccc(CC)c1NC(=O)COC(=O)C1(c2ccc(Cl)cc2)CCCC1	-7	9%	3	-5%	-0.7	3%	11%	-1.2	-21%
O=C(Cn1nnc(-c2ccc(Cl)cc2)n1)NC1CCN(Cc2ccccc2)CC1	-8	1%	-2	3%	-0.4	1%	-3%	-1.3	5%
CCOC(=O)N1CCN(c2c(N3CCN(C(=O)OCC)CC3)c(=O)c2=O)CC1	2	-9%	3	-14%	0.3	-17%	10%	-0.4	5%
N#Cc1ccccc1Cn1c(=O)n(-c2cccc(C(F)(F)F)c2)c(=O)c2sccc21	nt	2%	3	1%	-1.0	12%	-3%	nt	1%
N#CC1=C(N)Oc2cc(Nc3ccccc3)ccc2C1c1ccncc1 (stereo unspecified)	-16	-8%	-2	-12%	0.2	-5%	15%	-0.6	-3%
COc1cccc(CN2CCNC(=O)C2CC(=O)NCCc2nc(C)c(C)s2)c1OC (stereo unspecified)	4	-3%	-3	6%	0.8	20%	-7%	-0.2	-19%
Cc1cc(C)c2[nH]c(=O)c(C(c3nnnn3C(C)(C)C)N(Cc3ccco3)CC3CCCO3)cc2c1 (stereo unspecified)	-4	-1%	3	4%	-0.8	-18%	-1%	0.6	-3%
CCN(CC)C(=O)[C@H]1C[C@H](CC(=O)NCC23CC4CC(CC(C4)C2)C3)C(=O)N2CCc3c([nH]c4cc(-c5ccco5)ccc34)[C@]12C	nt	-2%[38.3 µM]	nt	5%	nt	-13%	0%	nt	-15%
COc1ccc(C(CC(=O)Nc2cccc(C)c2C)N2Cc3ccccc3C2=O)cc1 (stereo unspecified)	nt	12%	4	-13%	0.1	3%	2%	-0.4	5%
Cc1ccc(OCC(=O)Nn2c(C)nc3ccccc3c2=O)c(C(C)C)c1	7	0%	3	9%	-0.7	24%	-1%	-1.6	-14%
CCOc1ccc(NC(=O)C2CC=CCC2C(=O)O)cc1 (stereo unspecified)	0	0%	-2	1%	0.4	16%	-1%	0.1	-5%
O=C(NC1CC1)C1CCCN1S(=O)(=O)c1ccc2ccccc2c1 (stereo unspecified)	-3	5%	7	11%	-0.1	24%	-5%	0.0	-21%
Cc1c(Cl)cccc1-n1ncc(C(=O)N2CCC(C)CC2)c1C1CCN(C(=O)OC(C)(C)C)CC1	nt	0%	7	2%	-0.4	2%	?	-0.1	-15%
CCN(C(=O)C(C)N1C(=O)/C(=C/c2ccco2)SC1=S)C1CCS(=O)(=O)C1 (stereo unspecified)	nt	11%	4	4%	0.3	-40%	?	nt	?
COC(=O)c1cc(NC(=O)CCS(=O)(=O)c2cc(Br)cc3c2N(C(=O)C2CC2)CC3)cc(C(=O)OC)c1	nt	14%	1	-9%	-0.3	-10%	31%[activator]	-0.4	-14%
CSc1ccc(C2=CC(=O)C[C@H](c3ccc(F)cc3)C2)cc1	4	1%[38.3 µM]	3	-10%	1.1	-23%	0%	-0.5	-36%
O=C(Cn1c(=O)n(CCCS(=O)(=O)C2CCCCC2)c(=O)c2ccccc21)Nc1ccccc1C(F)(F)F	nt	-1%	-18	4%	-0.9	5%	14%	-0.6	-11%
CC(C)(C)C(=O)OCc1nc(-c2ccc3c(c2)OCCO3)cs1	nt	-9%	0	-7%	-0.5	16%	0%	nt	-15%
N#C/C(=N/O)c1nc(-c2ccc(F)cc2)cs1	4	3%	-2	-5%	0.9	-3%	15%	-0.1	-23%
COc1ccc(NC(=O)CN(C)C(=O)C2CCCO2)cc1 (stereo unspecified)	-7	10%	5	0%	-0.3	22%	-8%	0.0	-8%
COc1cc(C(=O)NC2CCCCC2)ccc1OC1CCN(C(C)=O)CC1	0	-3%	-1	5%	0.2	22%	-5%	0.8	-22%
CCCOc1ccc(CNC(=O)C2CCN(C(=O)N3CCOc4ccccc43)CC2)cc1	-3	-6%	0	-1%[57.1 µM]	0.0	6%[57.1 µM]	1%	0.0	-11%
CCC[C@@H]1C[C@@]1(CCC)[C@@H](NC(=O)c1ccccc1)c1ccc(C(=O)OC)cc1	-31	-14%	-2	4%[57.1 µM]	2.2	38%[activator]	?	0.6	-29%
O=C(CCC1CCCCC1)Nc1nnc(C(F)(F)F)s1	-2	-2%	6	-10%	4.2	5%	-2%	0.4	-10%
O=C(Cn1c(=O)oc2ccccc21)Nc1nnc(N2CCCCCC2)s1	-3	1%	30*	5%	-0.7	14%	8%	-0.1	-22%
O=C(NNS(=O)(=O)c1ccc(F)cc1)c1sccc1-n1cccc1	-1	-2%	7	-2%	0.1	10%[57.1 µM]	-2%	5.1	-4%
COc1ccc(C(=O)NC(C)c2nc3ccccc3[nH]2)cc1OC (stereo unspecified)	13	-4%	22	4%	-0.2	9%	0%	0.0	0%
CCN(CC)CCNC(=O)Cn1nc(C)c2c(C)n(-c3ccccc3)nc2c1=O	nt	32%[activator]	-2	5%	0.0	31%	1%	nt	-9%
CCC(Cc1ccccc1)NCc1c(C(=O)O)c(C)n(Cc2ccccc2)c1C (stereo unspecified)	7	4%	-16	10%[57.1 µM]	0.5	7%	-4%	0.7	-6%
CCOC(=O)/C(C#N)=C/Nc1cc(C(C)(C)C)sc1C(C)=O	-6	8%	-2	-17%[11.4 µM]	-0.1	29%[11.4 µM]	0%	-0.4	-17%
CCS(=O)(=O)N1CCN(c2ncnc3sc(C)c(C)c23)CC1	-2	1%	4	6%	0.0	9%	-2%	-0.1	-11%
CCC(CC)C(=O)N1CC(=O)Nc2ccc(F)cc2C1c1ccc(F)cc1 (stereo unspecified)	5	1%	-9	2%	2.0	25%	1%	-1.2	-19%
CCOc1ccc(S(=O)(=O)/N=C(/Nc2ccc(S(N)(=O)=O)cc2)c2ccccc2)cc1	nt	-8%	nt	0%	nt	11%	0%	nt	-19%
O=C(/C=C/c1cccs1)N1CCC2(CC1)Oc1ccc(F)cc1C(=O)C21CC(c2ccc(Cl)cc2)=NO1 (stereo unspecified)	-11	9%	2	-3%	0.2	-8%	12%	1.3	-29%
CCOc1ccc(C(=O)NCC(c2cccs2)N(C)C)cc1OCC (stereo unspecified)	51*	0%	-1	-9%	-0.5	-11%	4%	-0.9	-1%
Cc1[nH]c2ccccc2c1C(O)CN1CCC2(CC1)OCCO2 (stereo unspecified)	-2	-4%	2	6%	0.1	-18%	-7%	-2.0	-7%
C=CCc1cc(C)ccc1OCC(O)CN1CCN(c2ccccc2)CC1 (stereo unspecified)	80*	9%	5	4%[57.1 µM]	0.1	11%[57.1 µM]	-9%	62*	-18%
CCOC(=O)CNC=C(C(=O)OCC)C(=O)OCC	-4	2%	2	5%[57.1 µM]	-0.4	-3%[57.1 µM]	-2%	-1.2	5%
COc1ccc2nc(/C(C#N)=C\c3ccc(Oc4ccc([N+](=O)[O-])cn4)cc3)[nH]c2c1	nt	1%	-6	2%	2.2	-3%	?	nt	-25%
CCN1CCOC(=O)C1CC(=O)Nc1cc(C)cc(C)c1 (stereo unspecified)	nt	-2%	-4	-4%	1.1	11µM*	-1%	0.0	-4%
COc1cccc(CN(C)C(=O)c2cc(COc3ccc(-n4cncn4)cc3)on2)c1	-13	14%	3	5%	0.0	8%	-14%	-1.1	-16%
Cc1ccc(C(C)n2cc(C(=O)NCc3ccccn3)nn2)cc1 (stereo unspecified)	-1	-1%	0	-2%	3.5	5%	1%	5.8	-9%
c1ccc2sc(N3CCN(Cc4nnnn4CC4CCCO4)CC3)nc2c1 (stereo unspecified)	-11	13%	8	14%	0.5	26%	-11%	0.1	1%
COC(=O)C1CN(C(=O)COc2ccc(Cl)cc2Cl)c2ccccc2O1 (stereo unspecified)	-8	9%	2	3%	0.9	20%	-3%	1.4	-22%
O=C(OC(C(=O)NCc1cccs1)c1ccccc1F)c1ccco1 (stereo unspecified)	24	0%	-4	5%[57.1 µM]	-0.5	2%[57.1 µM]	1%	-0.2	-1%

Quoted from the listing:
Reading of Cc1ccc(C(C)n2cc(C(=O)NCc3ccccn3)nn2)cc1 (stereo unspecified) in Pin1 inh: 1%
Reading of O=C(/C=C/c1cccs1)N1CCC2(CC1)Oc1ccc(F)cc1C(=O)C21CC(c2ccc(Cl)cc2)=NO1 (stereo unspecified) in TrxR1 inh: -8%

(more compounds)
SMILES	D2 antagonist	IDH1 R132H inh	TRHR PAM	TrxR1 substrate	TRHR ag	TrxR1 inh	Pin1 inh	D2 ag	USP1 inh
COCCNC(=O)C(c1ccc(O)cc1)N(Cc1ccccc1)C(=O)CCC(=O)Nc1ccccn1 (stereo unspecified)	nt	20%	1	7%[57.1 µM]	0.6	22%[57.1 µM]	6%	nt	?
COC(=O)c1c(C)[nH]c(C(=O)NCc2ccco2)c1C	0	0%	0	8%[57.1 µM]	0.2	19%[57.1 µM]	4%	1.7	-12%
CC1=CSC2=NC(=O)/C(=C/c3cccc(OC(=O)c4ccco4)c3)C(=N)N12	-3	0%	2	-14%	0.6	?	6%	0.2	-5%
COc1ccc(Cc2nnn(CC(=O)O)n2)cc1	-14	-2%	13	5%[57.1 µM]	0.8	17%[57.1 µM]	-8%	-0.6	-15%
CCOc1ccc(CN2CCN(Cc3cccc4c3OCO4)CC2CCO)cc1 (stereo unspecified)	-28	-6%	-9	-1%[57.1 µM]	-0.2	5%[57.1 µM]	-7%	1.0	-4%

Printed as active in TRHR PAM, among the entries above:
structure,D2 antagonist,IDH1 R132H inh,TRHR PAM,TrxR1 substrate,TRHR ag,TrxR1 inh,Pin1 inh,USP1 inh
O=C(Cn1c(=O)oc2ccccc21)Nc1nnc(N2CCCCCC2)s1,-3,1%,30*,5%,-0.7,14%,8%,-22%
